OX1R antag-1: human HCRTR1 antagonism | hit rate 0.43% among 330,000 | O43613 | inhibition, % at 5 µM | CHO/OX1R cells, Fluo-8 calcium fluorescence, orexin A | AID 434989;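 active = inhibition above its plate's threshold, mean inhibition of all tested compounds on the plate plus 3 SD, cut at about 37% in these data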;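 note: 0% = orexin A challenge wells and 100% = SB-334867-A antagonist wells; not every result past the cut was called active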
Target sequence (O43613 whole entry, looked up): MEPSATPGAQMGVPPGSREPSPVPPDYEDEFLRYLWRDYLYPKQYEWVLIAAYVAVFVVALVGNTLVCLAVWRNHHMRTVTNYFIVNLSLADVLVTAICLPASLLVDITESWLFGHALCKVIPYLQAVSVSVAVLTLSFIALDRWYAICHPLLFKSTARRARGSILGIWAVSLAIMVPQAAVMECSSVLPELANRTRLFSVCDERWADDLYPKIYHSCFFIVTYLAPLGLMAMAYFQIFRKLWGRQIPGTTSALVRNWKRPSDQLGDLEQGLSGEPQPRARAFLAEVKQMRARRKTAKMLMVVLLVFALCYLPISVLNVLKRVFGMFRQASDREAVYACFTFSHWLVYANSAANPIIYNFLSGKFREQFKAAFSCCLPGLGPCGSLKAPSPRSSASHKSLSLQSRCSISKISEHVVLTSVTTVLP
OX1R antag-2: antagonists of human orexin 1 receptor (OX1R) | OX1R-expressing cells, FRET antagonist read-out | inhibition, % at 6.6 µM | hit rate 1.8% among 330,000 | AID 485270; in the data active = inhibition mostly above about 38%, no sharp cut-off; inactive = mostly below about 40%;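 note: 0% = agonist challenge alone and 100% = reference antagonist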
Starred values were filed as active, the others as inactive.

OX1R antag-2	OX1R antag-1	SMILES
0.1	-12.1	Cc1ccccc1NC(=O)Oc1cccc(OC(=O)c2ccccc2)c1
7.4	-10.7	COc1cc(/C=C/C(=O)Nc2cccc(S(=O)(=O)NC3=NCCCCC3)c2)ccc1OCC#N
81.6*	-4.5	O=C(CSc1ccc(-c2ccccc2)nn1)c1ccccc1
13.6	-16.8	O=C1c2ccccc2C(Nc2ccccc2)N1Cc1ccc2c(c1)OCO2 (configuration not stated)
3.3	-17.3	C=C1C(=O)O[C@@H]2[C@H]1CC[C@H](C)[C@]1(O)CCC(=O)[C@@]21C
21.2	-46.0	O=c1c2ccccc2c(-c2cccc(C(F)(F)F)c2)nn1-c1ccccc1
17.9	-15.0	CC(=O)C[C@H]1c2cc(C(F)(F)F)ccc2S(=O)(=O)N1c1ccc(N(C)C)cc1
2.3	-12.1	COc1ccccc1CNC(=O)C1CSC2(C)CCC(=O)N12 (configuration not stated)
11.6	-16.6	O=[N+]([O-])c1cccc(-c2nc(-c3ccccc3)no2)c1
25.9	-21.5	COc1ccc(C(=O)CCNc2ccc(C)c(Cl)c2)cc1
16.9	-12.5	Clc1ccc(NCc2nncn2-c2ccccc2)cc1
11.5	-11.7	C=CCN1C(=O)C(C)(C)N(C(C)=O)c2ccccc21
29.1	-22.7	CCCCN(CC)C(=O)CSc1nc2ccccc2c(=O)n1CC1COc2ccccc2O1 (configuration not stated)
0.3	-3.2	CCN(CC)S(=O)(=O)c1ccc2[nH]c(=O)cc(C(=O)N(C)C3CCS(=O)(=O)C3)c2c1 (configuration not stated)
5.0	-19.7	O=C(CN1CCCC1)Nc1cccc(Cl)c1
6.3	-13.2	CCOC(=O)/C=C1\SCC(=O)N1CC(=O)NCc1ccc(OC)c(OC)c1
0.9	-15.9	CCN1CCN(C(=S)Nc2ccc(Cl)cc2Cl)CC1
10.6	-7.5	Fc1ccccc1/C=N/N1CCN(Cc2ccccc2Cl)CC1
10.7	-15.7	O=C(CN1CCN(Cc2ccccc2)CC1)c1c[nH]c2ccccc12
17.2	-7.2	CCOC(=O)C1(Cc2ccccc2C(F)(F)F)CCN(CC(O)CO)CC1 (configuration not stated)
7.4	-23.2	O=C(NC1=NCCS1)c1ccc(C(F)(F)F)cc1
1.7	-15.2	Cn1c(=O)c(=O)n(C)c2cc(S(=O)(=O)N3CCCC3C(=O)Nc3ccccc3F)ccc21 (configuration not stated)
12.9	-4.3	CC(=O)N(c1ccc(Cl)cc1)c1nc(C)cc(C)c1C#N
6.1	-3.8	COc1ccc(N(CC(=O)N/N=C(\C)c2cccs2)S(=O)(=O)c2ccccc2)cc1Cl

As entered above.
O=[N+]([O-])c1cccc(-c2nc(-c3ccccc3)no2)c1 – OX1R antag-1: -16.6
Cc1ccccc1NC(=O)Oc1cccc(OC(=O)c2ccccc2)c1 – OX1R antag-2: 0.1
COc1cc(/C=C/C(=O)Nc2cccc(S(=O)(=O)NC3=NCCCCC3)c2)ccc1OCC#N – OX1R antag-1: -10.7
O=C(CN1CCCC1)Nc1cccc(Cl)c1 – OX1R antag-2: 5.0
O=C(CN1CCN(Cc2ccccc2)CC1)c1c[nH]c2ccccc12 – OX1R antag-2: 10.7

New compounds follow:
OX1R antag-2	OX1R antag-1	SMILES
-6.8	-4.0	Cc1ccccc1OCC(=O)NC(=S)Nc1ccc2c3c(cccc13)CC2
33.0	-11.3	CCN(CC)S(=O)(=O)c1cccc(C(=O)N/N=C/c2cc(OC)c(O)c(OC)c2)c1
22.8	-33.9	CC(C)N1C(=O)C2ON(c3ccccc3)C(c3cccs3)C2C1=O (configuration not stated)
14.5	-12.3	CCn1nc(Cc2cccc3ccccc23)c(C#N)c1N
12.3	-28.7	COc1ccccc1CN1CCCC(CN(CCN(C)C)C(=O)c2ccc(C)cc2)C1 (configuration not stated)
44.7	-14.7	COc1ccc(CCNC(=O)c2cc(C)oc2C)cc1
14.9	-26.7	CCOC(=O)c1sc(=NC(=O)CCSc2ccccc2)n(C)c1C
10.0	-5.8	CNCC/C=C1/c2ccccc2CSc2ccccc21
7.0	-15.1	Cc1cccc(N(CC(=O)NCc2ccco2)C(=O)CCC(=O)Nc2nccs2)c1C
-4.6	-17.4	CC(C)(C)c1ccc(C(=O)NC(=S)NNC(=O)COc2ccccc2)cc1
25.3	-13.2	CS(=O)(=O)N1CCN(c2ccc(Cl)cc2[N+](=O)[O-])CC1
43.1	3.6	Cc1nc2ccccc2n1Cc1ccc(Cl)cc1
6.6	-8.5	CCCC1=C(C(=O)OCC)C(c2ccco2)n2ncnc2N1 (configuration not stated)
25.2	9.2	COc1ccc(NC(=O)N2CCN(c3ccc([N+](=O)[O-])cc3)CC2)cc1
17.9	-17.6	CC(C)(C)NC(=O)CN(C(=O)C1CSC(=O)C1)c1ccccc1F (configuration not stated)
9.0	-25.2	Cc1cc(F)ccc1S(=O)(=O)Nc1ccc(C(=O)N2CCCCC2)cc1
18.6	8.0	N#Cc1cnc(SCC(=O)N2CCCC2)nc1N
2.9	-3.5	Cc1cccc(NC(=O)CCc2ccccc2)c1C
33.4	3.5	N#CC1(C#N)CC(C=O)=C(N)C1(C#N)CC(=O)c1ccc(F)cc1 (configuration not stated)
1.4	-22.6	O=C(NC1CCC(O)CC1)C1CCN(S(=O)(=O)c2c(Cl)cccc2Cl)CC1 (configuration not stated)
6.3	-28.3	C=CCn1c(=O)c2c(nc3n2CC(C)CN3Cc2ccccc2)n(C)c1=O (configuration not stated)
15.8	-7.6	COc1ccc(C(C(=O)NC2CCCCC2)N(C(=O)c2sc(C)nc2C)c2ccccc2C)cc1 (configuration not stated)
19.6	-31.7	COC(=O)N/N=C/c1cc(Cl)cc(Cl)c1OCc1ccccc1F
8.7	-36.2	CCCCOC(=O)Cn1c2ccc(OC)cc2c2nc3ccccc3nc21
10.8	0.1	CC(=O)Nc1ccc(OC(F)(F)C(F)C(F)(F)F)c(NC(C)=O)c1 (configuration not stated)
43.6	-7.6	COc1ccc(NC(=O)CCS(=O)(=O)c2cccc3nonc23)cc1Cl
5.7	-0.7	Cc1ccc(C2(C)NC(=O)N(CC(=O)Nc3ccc(Cl)c(S(=O)(=O)N4CCCCC4)c3)C2=O)cc1 (configuration not stated)
6.0	6.8	O=C(CCCOc1ccc(Cl)cc1Cl)Nc1cccnc1
6.0	8.0	CCS(=O)(=O)C1=NSC2=NC(=O)/C(=C\c3ccc(OS(=O)(=O)c4ccccc4)c(OC)c3)C(=N)N21
29.9	-7.3	CCOC(=O)Cc1csc(NC(=O)COc2ccc(C)c(C)c2)n1
13.0	-17.5	Cc1ccc(OCCN(C)C(=O)C2CCC(=O)N(CCCN3CCCC3=O)C2)cc1 (configuration not stated)
0.1	-13.5	CC(=O)n1c(=O)c2ccccc2c(=O)n1-c1ccccc1
16.4	18.7	Cc1cc(OCC(=O)Nc2ccc(Br)cc2)cc2c1C(=O)CC(C)(C)O2
4.2	-10.9	c1ccc(-n2cccc2)c(N2CCCCC2)c1
-0.8	-12.0	NC(=O)COC(=O)CC12CC3CC(CC(C3)C1)C2
18.9	-15.7	COc1ccc([N+](=O)[O-])cc1NC(=O)C(C)Sc1nc(C)c(C)c(C)n1 (configuration not stated)
14.1	-16.5	CC(C)OCCCNC(=O)C1CCC(=O)N1C1CCCC1 (configuration not stated)
52.9*	-14.8	Cc1noc(C)c1CN1C(=O)c2ccc([N+](=O)[O-])cc2C1=O
-0.4	-4.6	COc1ccc(C(=O)OCC(=O)NCCCc2ccccc2)c(OC)c1
6.1	-32.5	CCCCC(=O)N=c1sc2c(OC)ccc(OC)c2n1C
2.3	-7.3	Cc1nc2ccn(Cc3ccccc3)c(=O)c2cc1C(=O)N1CCN(c2ccccc2)CC1
43.8	-12.3	COC(=O)Cc1c(C)nc2nc(-c3ccccc3)[nH]n2c1=O
21.0	-10.3	CC(OC(=O)C1CCC1)C(=O)Nc1cc(Cl)cc(Cl)c1 (configuration not stated)
48.5	-13.7	CN1CCc2nc(SCC(=O)Nc3ccc(F)cc3)c(C#N)cc2C1
9.7	-21.4	CC(NC(=O)c1ccccc1N)c1ccccc1 (configuration not stated)
-2.6	-20.8	O=c1oc(-c2ccccc2Br)nc2ccccc12
5.1	6.0	CCOCCn1[nH]c2ccccc2c1=O
3.3	-12.5	CCOC(=O)c1[nH]c(C)c(C(=O)OCC(=O)NCc2ccc(Cl)cc2)c1C
61.4*	48.8*	Oc1c(I)cc(Cl)c2cccnc12
10.1	-40.9	CCCCn1nnc(NC(=O)c2ccc(-c3cccc(Cl)c3)o2)n1
11.5	-28.0	Cc1ccc(C)c(NC(=O)CSc2nnc(CCCCCNC(=O)OC(C)(C)C)o2)c1
56.8	1.7	COc1ccccc1Nc1c([N+](=O)[O-])cncc1[N+](=O)[O-]
11.4	-15.3	Cc1ccc(/C=C2/NC(=O)N(Cc3ccc(Br)cc3)C2=O)o1
12.2	-14.7	O=C(NCC1CCCO1)c1ccc(COc2ccc(Cl)cc2)cc1 (configuration not stated)
11.5	-11.3	O=c1c2cc(F)ccc2[nH]c(=S)n1CCCN1CCOCC1
15.9	-4.5	O=C(COC(=O)/C=C/c1cccc(F)c1)Nc1ccc2[nH]c(=O)[nH]c2c1
3.6	-21.6	O=C(c1ccccc1)N1CCCC(C(=O)N2CCCCC2)C1 (configuration not stated)
8.0	-7.9	CCCCOc1ccc(-c2cc(C(=O)NNC(=S)NCC)c3ccccc3n2)cc1
12.4	-6.4	S=c1[nH]ncc2ccccc12
11.0	-16.3	CCOC(=O)Cc1csc(N/N=C\c2ccccc2OC)n1

Exported with values under each structure: entries from further up.
Sequence of screens: OX1R antag-2 | OX1R antag-1
Cc1noc(C)c1CN1C(=O)c2ccc([N+](=O)[O-])cc2C1=O
    52.9* | -14.8
COc1ccc(C(=O)OCC(=O)NCCCc2ccccc2)c(OC)c1
    -0.4 | -4.6
CCCCC(=O)N=c1sc2c(OC)ccc(OC)c2n1C
    6.1 | -32.5
Cc1nc2ccn(Cc3ccccc3)c(=O)c2cc1C(=O)N1CCN(c2ccccc2)CC1
    2.3 | -7.3

Additional structures follow:
OX1R antag-2	OX1R antag-1	SMILES
17.9	-23.6	CC(=O)NNC(=O)CSc1nnc(-c2ccccc2)c(-c2ccccc2)n1
0.3	-7.8	N#CCc1ccc(NC(=O)c2ccccc2C(=O)Nc2ccc(CC#N)cc2)cc1
20.6	0.3	Cc1ccc(S(=O)(=O)NCCC(=O)N2CCOCC2)cc1C
13.3	-15.3	Cc1onc(-c2c(F)cccc2Cl)c1C(=O)O/N=C(\N)c1ccc([N+](=O)[O-])o1
29.6	-29.5	COCCNc1nc(C)cc(-c2cc(-c3ccc(Cl)cc3)on2)n1
4.3	-3.7	CC(=O)NCCOc1c(C)cc(S(N)(=O)=O)cc1C
15.6	-3.7	O=C(CSc1ccc2nnc(CCNC(=O)c3ccccc3)n2n1)NCc1ccco1
12.8	-17.6	Cc1cccc(OCC(=O)NCc2ccncc2)c1C
-0.3	-32.3	COc1ccc(C(C)=O)cc1CN1C(=O)NC2(CCCC2)C1=O
14.3	-8.3	COc1ccc(Cn2c(CCC(=O)NCc3ccco3)nc3cccnc32)cc1
2.8	6.0	CCCCCCc1cc2cc(/C(N)=N/NC(=O)c3ccncc3)c(=O)oc2cc1O
19.2	-27.2	O=C(COC(=O)c1ccc(Cl)cc1O)NCCN1C(=O)CSC1=O

Single records, from the list above. Values in the order: OX1R antag-2, OX1R antag-1
COc1ccc(C(C)=O)cc1CN1C(=O)NC2(CCCC2)C1=O is listed with -0.3, -32.3
COCCNc1nc(C)cc(-c2cc(-c3ccc(Cl)cc3)on2)n1 is listed with 29.6, -29.5
N#CCc1ccc(NC(=O)c2ccccc2C(=O)Nc2ccc(CC#N)cc2)cc1 is listed with 0.3, -7.8
CCCCCCc1cc2cc(/C(N)=N/NC(=O)c3ccncc3)c(=O)oc2cc1O is listed with 2.8, 6.0

(listing goes on)
OX1R antag-2	OX1R antag-1	SMILES
15.7	-21.5	CCN(CC)c1ccc(/C=N/NC(=O)OC(C)(C)C)cc1
23.7	-18.0	N#CC[C@H](Cc1ccccc1)N1CC[C@@H](NC(=O)OCc2ccccc2)CCC1=O
1.0	-1.8	COc1cc(C)c(S(=O)(=O)n2c([N+](=O)[O-])cnc2C)cc1C
5.4	-17.5	CCN(CCNC(=O)C1CCN(c2nnc(-n3cccc3)s2)CC1)c1ccccc1
15.5	17.7	O=S1(=O)c2ccccc2OC(COCc2ccccc2)CN1Cc1ccccc1 (configuration not stated)
19.3	-41.0	Cc1ccc(-c2c3c(nc4sc(C(N)=O)c(N)c24)CCC3)cc1
10.0	-9.5	COc1ccc(S(=O)(=O)N2CCOCC2)cc1C(C)C
12.6	-3.6	Cc1c(Cl)cccc1NC(=O)NCCCN1CCCC1=O
25.4	-0.2	CC(=O)Nc1ccc(NC(=O)COC(=O)c2cc([N+](=O)[O-])ccc2N2CCOCC2)cc1
14.0	-11.9	CCN(CC(=O)Nc1c(F)cccc1F)C(=O)c1cc(S(=O)(=O)N(C)C)ccc1N1CCCC1
-3.5	-10.5	Cc1cccc(N2CCN(C(=O)CCN3C(=O)C4C5C=CC(C5)C4C3=O)CC2C)c1 (configuration not stated)
12.5	-5.4	Cc1ccc(NC(=O)CCN2CC(C)OC(C)C2)cc1C (configuration not stated)
0.6	-24.0	CCOc1ccc(S(=O)(=O)N2CCC(C(=O)NCc3ccccc3CN3CCCC3)CC2)cc1
3.8	-3.7	Cc1ccc(CN2C(=O)CCC2C(=O)NCCCN2CCCCC2C)cc1 (configuration not stated)
6.0	-30.2	COc1ccc(-c2csc3ncnc(N4CCN(S(=O)(=O)c5ccc(Cl)s5)CC4)c23)cc1
6.1	-26.3	CCc1c(C)c(C#N)c2nc3ccccc3n2c1NC
35.3	-23.4	O=C(N[C@@H](c1ccccc1)[C@@H]1C[C@H]1C(=O)O)OCc1ccccc1
0.7	8.1	CSc1cccc(CNC(=O)C2CCC(=O)N(Cc3cccc(C(F)(F)F)c3)C2)c1 (configuration not stated)
1.8	-13.4	Cc1cccc(-n2nnnc2SCC(=O)NCC2CCCO2)c1 (configuration not stated)

Bioassay records as filed in PubChem.

Rows were taken by chance; 2% or so of the library scored in one or more.
